Screens: PubChem BioAssay, several laboratories
phage Ecoli inh: E. coli growth loss with phage present | growth absorbance | inhibition, % at 11.9 µM | actives 0.26% (n = 360,000); in the data active means inhibition above about 11%
PfHsp90 yeast 2: growth inhibition of yeast expressing Plasmodium Hsp90; actives 0.32% (n = 310,000); AID 504621; inhibition, % at 9.4 µM; S. cerevisiae expressing PfHsp90, BacTiter-Glo ATP, 48 h; yeast lacking PDR1 and PDR3 efflux regulators;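 active means every replicate shows inhibition above about 80%, whatever the replicate mean, limit read from the data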;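 further: 0% = DMSO neutral controls and 100% = 20 µM radicicol positive controls; yeast relying on Plasmodium falciparum Hsp90 in place of its own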
HTR5A ag: activates human HTR5A in OPRM1-OPRD1 agonist counter-screen; activation, % at 9.3 µM; P47898; actives 0.61% (n = 340,000); HTR5A agonist assay, luminescence, cell-based; in the data active means activation mostly above about 9.5%, no sharp cut-off; inactive means mostly below about 7.6%;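 further: 0% = cells with vehicle only and 100% = reference agonist; strong numbers were not always called active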
PKA-R1A act: activates the PKA-R1A holoenzyme complex; actives 0.083% (n = 340,000); PKA-R1A dissociation, Cy5-IP20 fluorescence polarization; scaled: DMSO 0%, 113 µM cGMP 100%; activation, % at 11.4 µM; AID 504707;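 active means percent activation above the mean of all tested compounds plus 3 SD, cut at about 19% in these data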;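 further: higher means more PKAc released from R1A so a rise in polarization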
SUMO Mot1 rescue: blocks SUMOylation pathway, rescuing yeast Mot1-301 growth. S. cerevisiae Mot1-301 growth rescue, ATP luminescence, 38.5C; percent above DMSO median, 100 means doubled. growth rescue, % at 18.8 µM. actives 1% (n = 320,000). AID 2716;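 active means every valid replicate shows activation above 250% relative to neutral control wells; inactive means the rest, any valid replicate at or below 250%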;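 further: OY570 slx delta 5 strain wells were the positive control but not used for scaling; some compounds called inactive have numbers as strong as hits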
MOR-DOR ag: agonists of human mu-delta opioid receptor heterodimerization. P35372+P41143. cells, OPRM1-OPRD1 heterodimerization, luminescence. activation, % at 9.3 µM. actives 0.3% (n = 340,000). AID 504326; in the data active means activation above about 18%;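 further: 0% = vehicle-treated cells and 100% = reference agonist; values of inactives mirror those of a sister screen read the other way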
Ecoli viability: reduces bacterial viability in AddAB counter-screen; E. coli V3065 growth, OD600 absorbance, 18 h; inhibition, % at 11.9 µM; actives 0.27% (n = 330,000);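 active means inhibition above the campaign's mean inhibition across all tested compounds plus 3 SD, cut at about 9.9% in these data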;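 further: uninfected addAB+ strain grown without phage in ampicillin broth; 0% = DMSO wells and 100% = ciprofloxacin 0.95 µg/ml wells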
AddAB inh: less growth of phage-infected E. coli with AddAB; actives 0.29% (n = 330,000); AID 435030; inhibition, % at 11.9 µM; E. coli expressing H. pylori AddAB, absorbance growth; in the data active means inhibition above about 12%;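 further: 0% = vehicle wells of infected cells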
OPRM1-OPRD1 inv: inverse agonists of human mu-delta opioid receptor heterodimerization. actives 0.21% (n = 340,000). inhibition, % at 9.3 µM. P35372+P41143. cell-based MOR-DOR heterodimer luminescence, inverse agonism; in the data active means inhibition above about 22%, passing the limit was not always enough;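 further: 0% = cells with DMSO and 100% = wells without cells with DMSO; values of inactives mirror those of a sister screen read the other way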
DSG3 Ab inh: human desmoglein-3 autoantibody binding inhibition; DSG3-coupled beads, scFv-anti-DSG3-GFP binding, flow cytometry; hits give low values; binding (percent of control), % at 10 µM; actives 0.48% (n = 310,000); AID 588358;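 active means binding more than 3 SD below its plate's average and above zero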;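 further: hits lower antibody fragment binding to DSG3; some compounds called inactive have numbers as strong as hits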
Target sequence (P32926 whole entry, looked up, the tested form may be a part): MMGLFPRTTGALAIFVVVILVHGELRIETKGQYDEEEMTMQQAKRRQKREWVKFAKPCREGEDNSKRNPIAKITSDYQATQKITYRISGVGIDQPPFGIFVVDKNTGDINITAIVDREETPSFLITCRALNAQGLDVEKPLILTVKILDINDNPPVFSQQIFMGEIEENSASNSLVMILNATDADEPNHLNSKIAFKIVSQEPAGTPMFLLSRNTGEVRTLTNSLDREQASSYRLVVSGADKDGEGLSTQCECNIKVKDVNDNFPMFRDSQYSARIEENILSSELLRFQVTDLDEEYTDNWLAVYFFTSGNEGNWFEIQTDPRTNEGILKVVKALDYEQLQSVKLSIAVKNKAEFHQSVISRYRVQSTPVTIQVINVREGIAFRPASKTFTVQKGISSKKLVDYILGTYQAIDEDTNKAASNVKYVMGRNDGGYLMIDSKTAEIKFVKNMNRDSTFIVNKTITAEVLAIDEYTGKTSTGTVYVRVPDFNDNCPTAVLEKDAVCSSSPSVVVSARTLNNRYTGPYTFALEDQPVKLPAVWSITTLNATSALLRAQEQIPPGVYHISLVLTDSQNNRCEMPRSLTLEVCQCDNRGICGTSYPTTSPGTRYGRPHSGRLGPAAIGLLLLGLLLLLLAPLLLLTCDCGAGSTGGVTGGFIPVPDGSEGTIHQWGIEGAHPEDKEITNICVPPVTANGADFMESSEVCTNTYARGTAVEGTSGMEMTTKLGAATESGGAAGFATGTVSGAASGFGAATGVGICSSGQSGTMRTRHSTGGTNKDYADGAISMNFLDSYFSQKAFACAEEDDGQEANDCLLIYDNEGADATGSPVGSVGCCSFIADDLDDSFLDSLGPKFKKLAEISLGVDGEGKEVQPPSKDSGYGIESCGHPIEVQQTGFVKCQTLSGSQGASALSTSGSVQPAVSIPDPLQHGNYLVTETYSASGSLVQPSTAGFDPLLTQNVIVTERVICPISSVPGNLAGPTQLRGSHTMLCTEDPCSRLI
HTR5A inv ctr: HTR5A inverse agonism, opioid heterodimer counter-screen. P47898. HTR5A cell line, luminescence. inhibition, % at 9.3 µM. actives 0.083% (n = 340,000). AID 504634; in the data active means inhibition mostly above about 23%, no sharp cut-off; inactive means mostly below about 18%;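 further: 0% = cells with DMSO and 100% = no-cell wells with DMSO; some compounds called inactive have numbers as strong as hits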
An asterisk follows results filed as active; x = no result given. No enrichment for hits, and some 3.2% of all compounds hit somewhere here.

Start of the listing, in advance (two entries):
SMILES	phage Ecoli inh	PfHsp90 yeast 2	HTR5A ag	PKA-R1A act	SUMO Mot1 rescue	MOR-DOR ag	Ecoli viability	AddAB inh	OPRM1-OPRD1 inv	DSG3 Ab inh	HTR5A inv ctr
O=C(N/N=C/c1ccc2c(c1)OCO2)C1CC1	1.0	-18	-3	-13	-22	-2.1	1.4	5.2	11	x	11
O=C(CNS(=O)(=O)c1ccccc1)NCc1ccccn1	1.5	-6	4	-10	43	-1.9	1.2	0.7	10	96	4

Results (from the top)
SMILES	phage Ecoli inh	PfHsp90 yeast 2	HTR5A ag	PKA-R1A act	SUMO Mot1 rescue	MOR-DOR ag	Ecoli viability	AddAB inh	OPRM1-OPRD1 inv	DSG3 Ab inh	HTR5A inv ctr
O=C(N/N=C/c1ccc2c(c1)OCO2)C1CC1	1.0	-18	-3	-13	-22	-2.1	1.4	5.2	11	x	11
O=C(CNS(=O)(=O)c1ccccc1)NCc1ccccn1	1.5	-6	4	-10	43	-1.9	1.2	0.7	10	96	4
COc1cc(/C=C(/C#N)C(=O)NCc2ccccc2)cc(OC)c1OC	1.6	-27	2	8	-33	-0.1	1.2	1.2	1	117	-9
CN(C)c1ncc([N+](=O)[O-])cc1C(F)(F)F	1.1	-8	0	-5	-26	-2.6	-0.2	4.9	13	x	12
Cc1ccc(-n2cnc3scc(-c4cccs4)c3c2=O)cc1	4.2	-11	1	-4	3	0.1	-0.5	-1.5	-1	105	-4
O=C(CC1(O)CCCCC1)OC1CCCC1	x	x	-2	-11	x	-0.9	x	x	5	94	6
CCCCN1C(=O)NC2NC(=O)NC21 (stereo not given)	-0.4	2	2	0	-4	-3.4	-1.8	1.4	18	98	-22
CNC(=O)/C(C#N)=C/c1c(N2CC(C)OC(C)C2)nc2ccccn2c1=O (stereo not given)	3.6	13	3	-2	5	-2.4	-0.6	-0.2	15	95	16
CCCCNC(=O)c1c(CSc2ccccc2)noc1C(=O)NCc1ccccc1	1.0	3	4	-9	243	0.4	0.2	3.0	-2	101	-5
COc1ccccc1NS(=O)(=O)c1cc(NC(=O)c2[nH]c(C)c(C(C)=O)c2C)ccc1N1CCOCC1	-0.8	21	5	-18	25	0.2	0.0	0.0	-1	98	-16
COc1ccc(C(=O)NC(=S)N(C)Cc2ccccc2)cc1Br	-0.1	-2	6	6	3	-1.1	-3.6	-1.6	6	94	-9
Cc1cccc(C)c1Nc1nnc(SCC(=O)c2ccc3c(c2)NC(=O)CO3)s1	1.3	23	-1	-10	-4	-1.0	-0.8	0.3	5	125	6
Cc1ccc(CNC(=O)COc2ccc(S(=O)(=O)NC(C)C)cc2)cc1	2.0	10	1	-8	-12	-1.6	4.0	-0.1	8	101	6
Cc1ccc(C(=O)Nc2cccnc2)cc1NC(=O)c1ccco1	2.9	18	-3	-6	-11	-0.8	2.4	1.5	5	98	-6
CCOC1=NC(C(=O)O)c2ccccc2/C(=C(/C)Cl)N1 (stereo not given)	3.3	3	-2	2	x	2.6	1.3	1.4	-14	104	5
C=CCN1C(=O)C2C(C(=O)NC)C3C=CC2(O3)C1C(=O)NCc1ccc(OC)cc1 (stereo not given)	2.5	-9	3	-4	-12	1.4	1.9	4.0	-8	97	-47
COC(=O)/C(=C\Nc1ccc(Oc2ccc(F)cc2F)nc1)NC(=O)c1ccccc1	3.9	x	x	x	0	x	-1.2	1.5	x	94	x
O=C(CCc1nc2ccccc2c(=O)[nH]1)NCc1cccc(Cl)c1	3.0	-2	2	-1	-24	-2.9	2.1	3.1	17	106	-5
COc1ccc2nc(NC(=O)NC3CCCCC3)sc2c1	2.6	-9	2	4	25	1.0	1.5	2.0	-5	102	-5
O=C(/C=C/c1ccc2c(c1)OCO2)N1CCN(c2ccc(Cl)cc2)CC1	3.9	-5	3	11	3	-0.3	1.4	1.0	1	x	-5
CS(=O)(=O)c1sc(C(=O)NC(=O)Nc2cccc(C(F)(F)F)c2)c2c1C=CCC2	2.9	3	-2	0	6	-1.1	-1.3	2.0	5	113	-4
Cc1cccc(N2CCN(C(=O)CCS(=O)(=O)c3ccc4c(c3)NC(=O)C(C)S4)CC2)c1C (stereo not given)	-0.2	-13	2	3	-24	-1.1	0.4	3.7	6	109	3
O=c1c2cnn(-c3ccccc3Cl)c2ncn1Cc1cccnc1	2.8	x	2	-6	-17	-0.4	7.1	2.0	2	103	17
O=[N+]([O-])c1ccc(Cl)c(/C=N/n2c(COc3ccccc3)n[nH]c2=S)c1	6.4	-19	1	-14	8	-2.6	0.3	0.8	13	83	-3
CC(=O)c1c(C)n(CC(=O)NCc2ccc3c(c2)OCO3)c2ccccc12	0.7	6	-2	-9	467	1.8	1.9	-1.2	-10	101	4
Cn1c(SCC(=O)c2ccccc2)nnc1-c1ccc(O)cc1	1.7	-15	2	10	-8	-1.2	1.2	4.3	6	98	-16
COc1ccccc1NCc1cc(=O)oc2c(C)c(O)ccc12	2.0	12	4	-2	-11	-2.1	-0.2	5.0	13	x	-6
CN1CCN(C(=O)CCn2c(=O)c3cccn3c3cccnc32)CC1	1.3	5	2	4	5	-0.4	-0.7	1.4	2	98	7
Cc1cc(C)cc(C(=O)Nc2ccc(NC(=O)c3cccs3)cc2)c1	2.2	16	0	-1	30	-2.5	1.2	0.9	13	102	0
O=C(CSc1nc2ccccc2o1)N1CCN(S(=O)(=O)c2ccc3ccccc3c2)CC1	3.1	9	0	12	-21	-2.5	0.3	3.6	14	124	-29
Cc1cccc(N(CC(=O)Nc2cccnc2)S(C)(=O)=O)c1	0.8	4	1	-3	-15	-0.6	-2.2	0.4	3	98	-3
CCOC(=O)c1c(C)[nH]c(C(=O)OCC(=O)N(CC(C)C)c2c(N)n(Cc3ccccc3)c(=O)[nH]c2=O)c1C	2.0	7	0	0	6	-0.3	-2.7	-1.0	2	127	0
CC(C)Cn1c(N)c(C(=O)COC(=O)c2ccc3c(c2)OCCO3)c(=O)n(C)c1=O	3.9	x	3	5	-16	0.9	-1.5	-1.1	-5	x	-12
COc1ccc(CCC(=O)NCCOc2ccc(Cl)cc2)cc1	4.1	-7	2	3	6	-3.7	-0.2	1.9	17	98	-8
COc1cccc(-c2cc(C(F)(F)F)nc(N3CCCCC3)n2)c1	0.8	x	-4	-1	106	-0.9	0.0	-0.2	5	95	-2
COc1ccc(C(F)(F)F)cc1N/C=C/c1nnnn1-c1ccc(C)cc1	1.2	5	3	-2	11	3.3	1.7	5.5	-17	111	6
Cc1ccc(NC(=O)CN2c3cccc4cccc(c34)S2(=O)=O)cc1S(=O)(=O)N1CCOCC1	2.9	-6	2	-10	303	0.8	-1.2	3.0	-4	x	-7
CCOC(=O)/C=C(\C)Nc1cc(C)nn1-c1ccccc1	2.8	8	2	-8	-14	-1.7	1.4	-1.3	9	x	-11
Cn1c(Cc2cccc3ccccc23)nnc1SCC(=O)N1CCN(c2cccc(Cl)c2)CC1	0.5	-7	5	3	2	-0.3	0.7	-2.5	2	99	-7
C/C(=N\Nc1c([N+](=O)[O-])c(C)nn1C)c1ccc(F)cc1F	-1.2	15	5	-3	-7	4.2	1.0	2.1	-19	x	3
On1nnc2c3ccccc3c3ccccc3c21	3.6	-12	6	-3	-11	0.1	-0.9	2.8	0	98	4
COc1ccc(Cl)cc1NC(=S)NCc1cccnc1	0.8	-7	-2	4	x	-0.9	0.2	-3.3	5	101	-14
CCOC(=O)N1CCN(C(=O)c2cc(-c3ccc(OCC)cc3)nc3ccccc23)CC1	2.2	-4	2	-2	248	-1.5	-0.6	2.7	8	100	-6
Cc1cc(C=C2C(=O)c3ccccc3C2=O)c(C)n1-c1ccccc1	-0.4	-1	-3	4	-6	18	0.2	-0.6	-94	95	11
COCCNC(=O)c1cc(-c2cccs2)on1	2.9	13	2	6	18	-2.2	-0.1	1.2	12	99	-6
Cc1ccc(C)c(OCC(O)CN2CCCCC2C)c1 (stereo not given)	3.2	-20	3	-5	5	-1.3	2.1	4.3	5	101	9
O=C(N/N=C/c1c(O)n(Cc2ccco2)c(=O)[nH]c1=O)c1ccccc1	-0.4	0	5	-4	20	-1.4	4.5	5.0	7	99	20
CNC(=O)CC(=O)Nc1ccccc1C(=O)O	3.9	3	3	1	-15	-0.9	-1.8	3.6	5	146	-4
CC(C)(C)OC(=O)C[C@H]1C/C=C\C[C@@H](CC(=O)NCCO)C(=O)NCCOC1=O	1.4	6	-2	6	8	-2.3	-0.7	-2.2	13	102	-17
Cc1ccc(S(=O)(=O)c2cc3c(=O)n4ccccc4nc3n(Cc3ccco3)c2=N)cc1	2.0	x	-4	-5	5	-3.0	-2.5	-1.2	15	109	9
COc1ccc(C(=O)NCCS(=O)(=O)NCc2ccc(F)cc2)cc1	0.5	24	2	-5	-4	-1.4	3.1	1.7	9	98	-7
CCCc1nnc(NC(=O)CS(=O)(=O)c2ccc(C)cc2)s1	3.4	-2	-4	9	-22	-1.1	-1.3	-1.0	7	x	-10
CC(C)(C)OC(=O)C[C@H]1C/C=C\C[C@@H](CC(=O)NCCO)C(=O)NC[C@@H](c2ccccc2)OC1=O	-0.5	6	5	-2	5	-1.9	0.1	1.6	11	94	-14
CC1CCCC(C)N1C(=O)COC(=O)c1ccc2ccccc2n1 (stereo not given)	0.6	12	5	-3	-5	-2.2	3.2	4.3	9	101	-13
CCOc1ccc(NC(=O)CCC(=O)NNC(=O)COc2ccc(C)cc2Br)cc1	3.1	-6	0	-16	6	2.7	-0.2	-3.2	-14	96	15
Cc1ccc2nc(N(CCCN(C)C)C(=O)c3ccc(S(=O)(=O)N(C)C)cc3)sc2c1	1.6	10	-4	-15	x	0.6	-0.9	-1.1	-3	x	-7
CSc1ccc(CNC(=O)c2c(C)noc2C)s1	1.8	2	-4	-2	37	-1.7	-0.9	-0.4	9	114	-24
CCCCN(C)c1ccc([N+](=O)[O-])cc1	3.1	-9	2	-8	-5	-4.0	1.1	2.3	20	85	4
COCc1c(C(=O)N/N=C(/C)c2cccs2)nnn1-c1nonc1N	0.5	12	2	10	16	0.7	1.8	0.3	-4	x	26
Cc1ccc(N2C(=O)C3CC(c4ccccc4)=C4C5C=CC(C6C(=O)N(c7ccc(C)cc7)C(=O)C56)C4C3C2=O)cc1 (stereo not given)	2.0	-30	0	0	23	3.8	-4.0	-1.7	-23	96	-1
Cc1cc(C)c[n+](C(C)C(=O)c2ccc(-c3ccccc3)cc2)c1 (stereo not given)	-0.9	-4	-1	-2	29	-1.9	-0.3	3.6	10	106	4
CCCOc1ccc(C(CC(=O)O)NC(=O)c2ccc3c(c2)OCO3)cc1 (stereo not given)	4.2	-2	7	-7	5	-2.3	-3.1	-0.4	13	102	2
Cc1cccc(-n2ncc3c(N(C)Cc4ccccc4)ncnc32)c1	3.0	14	-2	-18	7	5.0	3.3	0.5	-28	100	6
